SRC1 inh – inhibits human SRC1 coactivator. Q15788. AID 588354. inhibition, % at 3.6 µM. HEK293 GAL4-SRC1 luciferase reporter, luminescence. actives 0.12% (n = 360,000);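 active means inhibition above the campaign mean plus 3 SD, with each screening campaign given its own cutoff, cut at about 60% in these data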;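 further: 0% = DMSO treated cells and 100% = gossypol at 36 µM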
NCOA3 inh – inhibits human SRC3 coactivator. HEK293 GAL4-SRC3 luciferase reporter, luminescence. actives 0.17% (n = 360,000). inhibition, % at 3.6 µM;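 active means inhibition above a per-campaign cutoff, the mean of all compounds plus 3 SD, cut at about 60% in these data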;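 further: 0% = DMSO-treated cells and 100% = gossypol-treated cells at 36 µM; higher means less SRC3-driven luciferase light from the GAL4 reporter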
COUP-TFII inh – blocks human COUP-TFII nuclear receptor | P24468 | HEK293T NGFI-A luciferase reporter, luminescence | inhibition, % at 8.6 µM | actives 0.7% (n = 370,000);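 active means inhibition above a per-plate cutoff, mean inhibition of test wells between control levels plus 3 SD, cut at about 38% in these data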;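 further: cells cotransfected with COUP-TFII expression vector driving the NGFI-A reporter; 0% = median of COUP-TF2 test wells and 100% = reporter-only cells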
Target sequence (P24468 whole entry, looked up): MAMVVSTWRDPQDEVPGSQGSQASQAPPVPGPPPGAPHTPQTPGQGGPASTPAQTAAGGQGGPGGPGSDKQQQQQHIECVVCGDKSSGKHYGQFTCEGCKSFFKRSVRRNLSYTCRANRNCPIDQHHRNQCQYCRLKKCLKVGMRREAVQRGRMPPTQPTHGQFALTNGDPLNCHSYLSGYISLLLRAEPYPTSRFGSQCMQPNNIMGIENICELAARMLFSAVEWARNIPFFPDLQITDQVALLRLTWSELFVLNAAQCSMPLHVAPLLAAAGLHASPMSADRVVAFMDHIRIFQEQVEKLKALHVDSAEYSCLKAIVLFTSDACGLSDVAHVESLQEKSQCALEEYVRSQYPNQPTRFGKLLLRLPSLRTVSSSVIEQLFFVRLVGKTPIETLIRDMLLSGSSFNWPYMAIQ
NOD2 RIPK2 PPI – NOD2-RIPK2 protein interaction inhibition | CHO BLA complementation NOD2-RIPK2, CCF4 ratio | AID 624267 | inhibition, % at 4.98 µM | actives 0.38% (n = 360,000); in the data active means inhibition above about 21%;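 further: 0% = vehicle only and 100% = reference blocker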
NR5A2 inv ag – suppresses constitutive activity of human LRH-1; AID 602396; HEK293T StAR-luciferase reporter, LRH-1 transfected, 24 h; inhibition, % at 3.6 µM; O00482; actives 0.13% (n = 360,000);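 active means inhibition above the mean inhibition of all tested compounds plus 3 SD, cut at about 73% in these data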;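 further: 0% = DMSO wells and 100% = reporter-only cells lacking LRH-1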
Target sequence (O00482 whole entry, looked up): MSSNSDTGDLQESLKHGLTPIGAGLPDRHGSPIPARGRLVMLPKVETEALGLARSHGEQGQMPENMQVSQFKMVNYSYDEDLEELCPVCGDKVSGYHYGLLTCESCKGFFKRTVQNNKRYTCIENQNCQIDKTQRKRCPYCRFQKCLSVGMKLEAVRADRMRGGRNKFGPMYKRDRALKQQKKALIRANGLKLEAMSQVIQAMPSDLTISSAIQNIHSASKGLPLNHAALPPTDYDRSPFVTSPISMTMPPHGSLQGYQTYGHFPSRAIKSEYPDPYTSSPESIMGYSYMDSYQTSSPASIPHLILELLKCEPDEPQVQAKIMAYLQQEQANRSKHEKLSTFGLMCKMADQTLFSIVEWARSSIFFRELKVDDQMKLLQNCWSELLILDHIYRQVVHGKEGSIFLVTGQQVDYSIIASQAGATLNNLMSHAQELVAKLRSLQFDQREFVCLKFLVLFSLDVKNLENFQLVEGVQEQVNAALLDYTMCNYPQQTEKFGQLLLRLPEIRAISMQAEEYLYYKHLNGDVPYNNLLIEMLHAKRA
EBV LMP1 NFkB – reduces LMP1-driven NF-kappaB luciferase signal; LMP1-induced NF-kappaB luciferase reporter cells, luminescence; inhibition, % at 12.5 µM; actives 0.69% (n = 350,000); in the data active means inhibition above about 41%;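 further: 0% = neutral control wells and 100% = reference inhibitor control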
TLR9-MyD88 inh – inhibitors of human TLR9-MyD88 binding | actives 0.21% (n = 340,000) | inhibition, % at 4.98 µM | Q9NR96+Q99836 | CHO BLA complementation TLR9-MyD88, CCF4 FRET ratio;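 active means inhibition above the mean over all tested compounds plus 3 SD, cut at about 21% in these data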;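 further: 0% = DMSO only wells and 100% = clavulanate BLA inhibitor control wells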
C8 TRAIL sens – caspase-8 TRAIL sensitization. NB7+C8 cells + TRAIL, ATPlite viability luminescence. inhibition (viability loss, TRAIL sensitization), % at 10 µM. actives 1% (n = 360,000);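 active means compounds causing at least 50% loss of cell viability in the single-dose screen, relative to plate controls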
TROY NFkB inh – blocks TROY-dependent signaling in reporter cells; inhibition, % at 10 µM; actives 0.98% (n = 360,000); Q293 LMP1-TROYcd NF-kB luciferase reporter, 4 h; AID 1347056;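 active means compounds whose plate-normalised and pattern-corrected inhibition of the luciferase reporter signal at the single screening dose is 50% or more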
TWEAK-Fn14 inh – TWEAK-Fn14 signaling inhibition. TWEAK-stimulated Fn14 reporter cells, luciferase luminescence, 8 h. inhibition, % at 10 µM. actives 2% (n = 360,000). AID 1159606; in the data active means inhibition above about 50%
NCOA2 inhibitor – human SRC2 (NCOA2) inhibition; inhibition, % at 9 µM; AID 651957; actives 0.17% (n = 370,000); Q15596; HEK293 GAL4-SRC2 luciferase reporter, luminescence;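 active means inhibition above the mean inhibition of all tested compounds plus 3 SD, set per campaign, cut at about 52% in these data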;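 further: 0% = DMSO treated cells and 100% = cells given Gossypol at 36 µM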
Active calls of the source: *; . = no result given. Not all compounds are listed; the hit share may differ from the screen's.

mol	SRC1 inh	NCOA3 inh	COUP-TFII inh	NOD2 RIPK2 PPI	NR5A2 inv ag	EBV LMP1 NFkB	TLR9-MyD88 inh	C8 TRAIL sens	TROY NFkB inh	TWEAK-Fn14 inh	NCOA2 inhibitor
O=C1NC(=O)/C(=C\c2ccc(Cl)nc2)S1	-15.1	-30.4	-37.2	-0.3	-36.5	-26.0	-1.1	1.5	-21.2	-16.2	-33.5
COc1cc2[nH]c(C(=O)NCC3CCCO3)cc2c(OC)c1OC (stereo unspecified)	-14.5	0.5	7.3	1.9	1.3	7.9	10.5	-1.3	-3.2	-2.8	-30.6
O=C(OCc1csc(-c2ccccc2)n1)c1ccccc1O	-22.5	-12.5	-26.7	-4.4	-23.0	-3.5	-8.7	-7.2	-84.9	-5.3	-22.9
Cc1ccc(NC(=S)NNC(=O)c2cn(C)nc2C)cc1	-11.0	-26.7	2.9	-7.7	-0.5	-4.4	-4.3	-1.7	-18.0	-2.3	-0.4
Cc1ccc(NC(=O)c2ccccc2NC(=O)CCC(=O)O)cc1	-17.9	-25.9	-28.0	5.9	-47.8	-9.7	-7.1	-6.9	-72.5	-6.1	-19.3
Cc1ccc(C(=O)Nc2c(C#N)c(C)c(C)n2Cc2ccccc2)cc1	-17.4	-16.1	7.9	-4.0	6.1	2.2	-15.2	-3.1	-9.0	-6.1	9.6
CCOCCCNC(=O)C(c1ccc(Cl)cc1)N(Cc1ccc2c(c1)OCO2)C(=O)CNC(C)=O (stereo unspecified)	0.0	14.3	-2.3	7.5	4.9	3.0	9.0	-7.5	-14.6	-6.4	12.0
CCOC(=O)c1ccc(NC(=O)c2cccc(C)c2[N+](=O)[O-])cc1	-36.9	-20.9	-25.5	1.9	-8.8	-7.4	0.8	2.3	-1.4	-24.8	-2.8
Cc1cc(C(=O)c2ccc3ccccc3c2)c(C)o1	-8.1	-2.5	0.1	2.9	-26.8	.	.	-18.2	-46.0	-18.7	0.4
O=C(CCCN=C1NS(=O)(=O)c2ccccc21)OCc1cc([N+](=O)[O-])cc2c1OCOC2	1.4	21.6	3.5	1.8	-8.7	3.1	-8.8	-5.8	-9.3	20.5	6.7
O=[N+]([O-])c1ccccc1N/N=C/c1ccccc1	-44.5	-49.1	-11.6	-4.4	-26.2	-19.0	-16.3	-16.5	-29.0	15.2	-27.6
Cc1ccc(S(=O)(=O)N(C)c2ccc(OCC(=O)OCc3ccc(C#N)cc3)cc2)cc1	-8.1	7.4	4.5	1.7	-11.8	-0.7	-7.4	-2.4	-9.0	9.9	1.4
Cc1ccc(Nc2nc3c([nH]2)c(=O)n(C)c(=O)n3C)cc1	8.3	19.8	7.3	2.0	-10.4	10.5	5.1	13.5	12.9	13.1	19.7
CCc1nnc(NC(=O)CN2CCN(Cc3ccc(C)cc3)CC2)s1	19.9	3.8	-29.3	-3.2	9.8	-6.8	7.2	-1.2	14.6	2.5	-15.0
Cc1c(C(=O)N2CC(C)OC(C)C2)[nH]c2ccc(Br)cc12 (stereo unspecified)	-8.5	-12.8	-24.7	-14.8	5.3	-0.5	5.4	-9.4	28.5	1.8	-20.7
COc1nccnc1NS(=O)(=O)c1ccc(NC(=S)NC(=O)c2ccc(F)c(F)c2)cc1	-5.9	7.3	-17.6	-10.6	8.5	-9.1	-10.0	-1.0	11.4	-5.7	2.8
CCOC(=O)Nc1c(Cl)n(C)c(=O)n(C)c1=O	-19.8	14.1	-10.6	-3.6	-3.3	-2.7	1.2	12.7	-11.4	23.6	-4.8
CC(=O)c1sc(NC(=O)c2cc(-c3ccccc3)nn2-c2ccccc2)nc1C	8.6	10.1	9.5	-3.7	-21.2	2.4	-9.8	8.6	-4.6	11.7	15.7
CCC1CCCCN1C(=O)c1cccc(S(=O)(=O)Nc2cc(C(F)(F)F)ccc2Cl)c1 (stereo unspecified)	11.2	14.8	-15.5	0.6	-3.3	-0.1	-7.2	-2.7	32.8	-1.2	-22.1
CCc1ccccc1NC(=O)CN(C)C(=O)Cn1cc(C(F)(F)F)cc(Cl)c1=O	7.5	7.6	-0.2	-1.8	2.0	-5.1	5.4	-3.3	-18.3	-11.3	-9.6
O=C(O)CNC(=O)C(CS)Cc1ccccc1 (stereo unspecified)	7.9	-5.1	9.4	-1.7	6.7	-0.6	8.2	-7.4	11.1	-24.4	-2.8
Cc1ccc(S(=O)(=O)N2CCC(C)CC2)cc1[N+](=O)[O-]	0.7	-2.2	-10.4	8.6	-5.6	-2.5	2.3	-9.8	-12.6	-3.0	-2.8
O=C(CNC(c1ccccc1)c1ccccc1)Nc1ccc(F)cc1	6.5	-1.5	5.5	-2.3	-8.9	0.4	6.3	-7.5	-28.7	-8.0	10.3
CCN(CC)CCNC(=O)c1ccc(NC(=O)c2ccc(S(=O)(=O)N3CCCC3)cc2)cc1	9.8	-0.6	-7.5	1.1	-17.4	0.9	-15.1	-1.7	2.8	6.7	41.5
C=CCn1c(O)c(C(CC)=NCCN2CCOCC2)c(=O)[nH]c1=O	2.3	2.9	-0.2	-2.3	-10.4	7.5	-3.6	-9.1	-12.5	-9.3	0.2
COC(=O)Cc1nc(NC(=O)c2cccs2)sc1C	-130.4	-35.1	.	-6.6	-56.6	-5.4	4.0	-10.2	-50.0	-19.3	.
COC(=O)CC1(C(=O)OC)Oc2ccc(Br)cc2C(=O)N1c1ccc(Br)cc1Cl (stereo unspecified)	2.5	18.5	25.1	-0.2	6.4	9.2	-10.5	16.1	6.5	6.9	5.7
O=C(c1ccco1)N1CCCN(Cc2cn[nH]c2-c2ccc(-c3ccccc3)cc2)CC1	-28.4	-28.3	3.2	-10.8	-20.5	0.5	11.0	-1.3	-17.8	-28.5	-39.1
COc1cc2[nH]c3c(=O)n(CCN4CCOCC4)cnc3c2cc1OC	2.4	18.0	3.9	-4.4	7.0	-1.7	-1.4	-25.4	-15.7	-15.5	-0.7
Cc1ccccc1Nc1nc(N)nc(CSc2nnnn2-c2ccccc2)n1	5.9	0.1	9.6	-4.0	-8.5	0.4	-0.6	-6.3	-25.4	-3.3	-3.0
COc1cccc(/C=C/C(=O)Nc2ccc3c(c2)OCCO3)c1OC	-65.9	-58.7	-38.0	-6.1	-126.6	-0.2	3.6	80.5*	7.9	-25.5	-59.7
CC(/C=N/NC(=O)CSc1ccccn1)=C\c1ccc(C(C)C)cc1	-80.3	-53.6	-34.3	-5.3	-69.8	-14.4	-6.8	-5.0	-6.6	26.7	7.7
CC(=O)c1ccc(NC(=S)N2CCN(c3cccc(Cl)c3)CC2)cc1	2.1	1.4	-8.1	-9.4	-4.6	2.0	2.6	29.7	12.4	30.8	0.5
O=[N+]([O-])c1cc(Cl)cc(/C=N/NC(=S)Nc2ccc(S(=O)(=O)N3CCOCC3)cc2)c1O	-7.3	9.8	11.1	1.4	11.8	-2.5	5.0	4.1	11.1	-0.2	15.4
COc1cc(NC(=O)CSc2ncnc3c2cnn3Cc2ccccc2)cc(OC)c1	-9.3	-1.0	-5.4	9.5	-4.2	7.4	-6.4	-23.5	30.6	62.0*	29.7
COc1ccc(C2=NN(C(=O)COc3ncnc4ccccc34)C(c3ccco3)C2)cc1 (stereo unspecified)	-15.9	8.2	8.5	-4.4	-3.9	15.4	9.5	13.0	7.3	-64.9	2.4
Cc1ccc(-c2nc3c(C)cc(Br)cn3c2Cc2cccc(F)c2)cc1	.	.	4.3	0.7	-9.3	.	.	5.2	15.4	23.5	-30.6
CCOC(=O)c1cnc2c(c(C3CC3)nn2C)c1N1CCOCC1	10.9	1.6	1.1	-2.4	6.7	1.8	.	-15.0	1.2	22.1	-55.5
CCOC(=O)c1c(S(=O)(=O)Nc2ccccn2)c(C)n(C)c1C	-6.4	0.4	-2.9	-8.1	-4.0	0.0	4.9	-22.7	-23.4	11.8	-40.9
Cc1c(NC(=O)c2cccs2)cccc1[N+](=O)[O-]	1.7	3.7	-2.0	-5.5	-5.3	4.0	-0.1	-7.9	8.2	14.2	-2.0
C=CC1=C(C(=O)O)N2C(=O)[C@@H](NC(=O)/C(=N/OCC(=O)O)c3csc(N)n3)[C@H]2SC1	2.8	0.5	12.8	-0.3	-12.9	-4.3	1.5	-3.6	0.2	75.2*	-6.2
CCn1nc(C)c(CN2CCCCC2C(=O)Nc2ccc(Oc3cccnc3)cc2)c1C (stereo unspecified)	9.3	-1.6	.	-7.8	-13.0	1.3	10.7	-11.1	-11.8	1.2	.
Cc1ccc2nc(-c3ccc(Cl)cc3)c(Cc3ccccn3)n2c1	.	.	-39.3	-7.0	-122.6	.	.	8.9	-49.9	9.4	-86.4
O=C(COC(=O)c1ccc(NS(=O)(=O)c2cccs2)cc1O)Nc1nc2ccccc2s1	-12.1	10.7	-4.9	1.4	1.6	-8.2	8.5	2.8	2.4	-7.7	3.9
O=C(CN1C(=O)CCS(=O)(=O)c2ccccc21)NCc1ccc(F)cc1	1.9	4.7	0.2	-5.1	3.7	-7.8	-1.8	-0.6	11.3	-1.1	-2.6
Cc1ccc(S(=O)(=O)Nc2nc3ccc(S(C)(=O)=O)cc3s2)cc1	-3.0	3.9	0.5	-1.2	-19.4	-2.6	3.3	-12.3	2.1	21.3	3.7
O=S1(=O)c2ccccc2OC(COCc2ccccc2)CN1C1CC1 (stereo unspecified)	8.2	1.4	5.1	-1.9	-2.3	-6.7	-8.4	-15.3	-6.6	-9.5	22.0
Cc1ccc(C(=O)N=c2sccn2C)cc1S(=O)(=O)N1CCOCC1	-70.0	-72.0	-26.1	-0.7	-107.3	-2.3	2.1	0.3	-11.2	-34.7	-72.4
O=C(Nc1ccccc1)N1CCc2c([nH]c3ccccc23)C1C(F)(F)F (stereo unspecified)	7.3	14.0	-0.3	-11.2	4.2	-4.3	-2.8	-3.0	-4.5	17.2	22.5
COc1cc(CN2C[C@@H](CO)O[C@@H](n3cnc4c(Nc5ccccc5)ncnc43)C2)cc(OC)c1OC	5.4	-2.2	14.8	-4.2	-11.5	.	.	-5.0	9.5	20.4	9.6
O=C(Cn1cccn1)N1CCCC(N2CCN(Cc3ccc4c(c3)OCO4)CC2)C1 (stereo unspecified)	-9.0	2.5	3.2	3.7	-0.1	-8.3	2.2	23.5	4.2	-20.6	9.6
